CXCR6 block = CXCR6 receptor inhibitors, primary screen, cell-based, beta-arrestin, luminescence, CHO-K1 PathHunter, 1536-well | C-X-C chemokine receptor type 6 (Homo sapiens), O00574 | inhibition, % at 20 µM | actives 0.36% (n = 360,000) | AID 602244, 2012; in the data active = inhibition above about 34%, passing the limit was not always enough;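 also: antagonist mode with CXCL16 agonist at 10 nM final; 0% = 10 nM CXCL16 with DMSO and 100% = unstimulated wells without agonist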
EBI2 antag = EBI2 receptor antagonists, beta-arrestin recruitment, primary screen, cell-based, luminescence, 7a,25-OHC stimulation, uHTS | G-protein coupled receptor 183 (Homo sapiens), P32249 | 7a,25-OHC stimulated | inhibition, % at 5 µM | actives 0.81% (n = 360,000) | AID 651636, 2012; in the data active = inhibition above about 38%;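 also: enzyme fragment complementation signal reports receptor beta-arrestin coupling in cells; 0% = agonist plus DMSO wells and 100% = wells without agonist; some results beyond the cut were filed as inactive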
Target sequence (P32249 whole entry, looked up, the tested form may be a part): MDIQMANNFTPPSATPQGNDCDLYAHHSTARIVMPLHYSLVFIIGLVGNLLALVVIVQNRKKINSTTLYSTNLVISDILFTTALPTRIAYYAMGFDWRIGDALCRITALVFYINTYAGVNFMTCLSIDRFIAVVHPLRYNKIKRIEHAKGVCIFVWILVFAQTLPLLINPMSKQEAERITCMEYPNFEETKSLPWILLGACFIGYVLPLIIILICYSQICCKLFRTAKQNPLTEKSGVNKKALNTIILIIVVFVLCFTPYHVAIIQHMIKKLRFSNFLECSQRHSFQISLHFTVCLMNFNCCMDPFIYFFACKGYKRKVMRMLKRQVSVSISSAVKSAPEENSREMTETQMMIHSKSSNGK
CCR6 antag = CCR6 receptor antagonists, primary screen, cell-based, CHO-K1, luminescence, beta-arrestin, uHTS | actives 0.49% (n = 340,000) | C-C chemokine receptor type 6 (Homo sapiens), P51684 | inhibition, % at 20 µM | AID 493098, 2011 | CHO-K1 CCR6 PathHunter beta-arrestin, CCL20-stimulated;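 active = compounds whose inhibition of the agonist-driven luminescence signal at 20 µM reaches about 50%, limit read from the data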;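 also: cells stimulated with CCL20 at 14 nM final; plate controls were DMSO with CCL20 for no effect and DMSO without agonist for full effect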
Target sequence (P51684 whole entry, looked up): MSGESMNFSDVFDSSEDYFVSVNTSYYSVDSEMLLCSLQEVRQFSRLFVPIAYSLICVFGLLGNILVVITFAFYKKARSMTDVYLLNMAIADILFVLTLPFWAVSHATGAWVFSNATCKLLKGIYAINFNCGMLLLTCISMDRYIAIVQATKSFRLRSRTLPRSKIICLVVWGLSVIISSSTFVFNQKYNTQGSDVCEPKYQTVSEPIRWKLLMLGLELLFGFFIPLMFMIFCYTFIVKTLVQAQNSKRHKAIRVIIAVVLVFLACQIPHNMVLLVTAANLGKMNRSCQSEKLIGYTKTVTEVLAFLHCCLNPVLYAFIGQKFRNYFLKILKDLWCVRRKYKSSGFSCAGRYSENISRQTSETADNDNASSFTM
APJ ag = agonists of human apelin receptor APJ, primary screen, CHO-K1 cells, PathHunter beta-arrestin, luminescence; P35414; 0% DMSO wells, 100% apelin; activation, % at 20 µM; actives 0.11% (n = 330,000);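 active = activation more than six SD over the plate average, tested at 20 µM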;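 also: 0% = DMSO alone and 100% = apelin-13 at 10 nM; some results filed as inactive read as strong as hits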
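assay system = CHO-K1 APJ beta-arrestin complementation cell line | input = cell density 1000 per well | dosing = compound 20 µM once, DMSO 1% | timing = compound 90 min 25 °C, reagent 1 h | measured by = luminescence from split beta-galactosidase complementation, Galacton Star/Emerald II substrate | read-out basis = APJ agonist activity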
APJ antagonist = antagonists of human apelin receptor APJ, primary screen, CHO-K1 cells, beta-arrestin complementation, luminescence; P35414; inhibition, % at 20 µM; AID 2521, 2010; actives 0.32% (n = 330,000);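 active = inhibition above about 40% at 20 µM, limit read from the data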;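 also: cells challenged with 10 nM apelin-13 agonist together with compound; plate controls were apelin-13 plus DMSO wells for no effect and DMSO wells lacking apelin-13 for full effect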
Gli-Sufu block = Gli-Sufu pathway antagonists, primary screen, luciferase luminescence, Sufu-KO-LIGHT cells, uHTS. Sufu-KO-LIGHT fibroblasts, Gli luciferase reporter luminescence. inhibition, % at 5 µM. actives 0.74% (n = 340,000);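 active = inhibition above about 55%, limit read from the data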;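 also: 0% = DMSO-treated cells and 100% = wells with medium but no cells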
UBC13 polyUb = UBC13 polyubiquitin chain formation inhibitors, primary screen, biochemical, TR-FRET, uHTS | Ubiquitin-conjugating enzyme E2 N (Homo sapiens), P61088 | inhibition, % at 20 µM | actives 0.47% (n = 330,000) | AID 485273, 2010; in the data active = inhibition above about 45%, passing the limit was not always enough
Target sequence (P61088 whole entry, looked up): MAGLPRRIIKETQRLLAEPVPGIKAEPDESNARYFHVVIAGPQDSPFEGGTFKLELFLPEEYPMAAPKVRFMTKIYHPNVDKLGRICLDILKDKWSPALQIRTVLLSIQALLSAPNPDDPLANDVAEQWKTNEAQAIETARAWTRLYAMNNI
ATG4B inhibitor = ATG4B protease inhibitors, primary screen, biochemical, fluorescence, uHTS | Cysteine protease ATG4B (Homo sapiens), Q9Y4P1 | ATG4B cleavage of LC3-PLA2, NBD-HPC fluorescence, 1 h | inhibition, % at 8.33 µM | actives 0.51% (n = 340,000); in the data active = inhibition above about 40%
* hit, by the source's call; x = no result given.

Results follow in this order: CXCR6 block	EBI2 antag	CCR6 antag	APJ ag	APJ antagonist	Gli-Sufu block	UBC13 polyUb	ATG4B inhibitor
1) COc1ccc(CNC(=O)C2CCN(S(=O)(=O)c3ccc4c(c3)NC(=O)C(C)S4)CC2)cc1 (stereo not drawn)
→ -12.2	12.7	-3.0	3.4	-22.0	1.2	-4.9	-4.8
2) C/C(=N/NC(=O)CN1CCN(Cc2ccccc2Cl)CC1)c1ccncc1
→ -2.6	-5.5	-20.9	3.9	8.9	8.6	3.7	4.1
3) CCOc1ccc(CNC(=O)CCS(=O)(=O)Cc2cccc(Cl)c2)cc1OC
→ -2.5	8.2	9.7	-0.3	-6.2	4.1	-19.2	-13.2
4) CC(C)CCC(C)N=Cc1c(O)n(Cc2ccccc2)c(=O)c2ccccc12 (stereo not drawn)
→ 3.8	-19.0	21.6	-5.7	9.4	6.5	-3.7	-1.2
5) Cc1cccc(CCN2C(N(C)C)=NC[C@@H]2Cc2ccccc2)c1
→ 1.6	5.0	15.3	-5.4	17.3	32.6	3.6	8.0
6) CCN1CCN(C(=O)C(=O)c2cn(CC(=O)N3CCCCCC3)c3ccccc23)CC1
→ -8.2	-4.6	-2.4	1.6	2.5	-5.5	-6.0	-5.1
7) O=C(NCc1ccc(F)cc1)C1Cc2ccccc2CN1C(=O)c1ccco1 (stereo not drawn)
→ 0.2	-1.1	3.4	-3.4	-8.6	-7.3	-10.1	0.1
8) Nc1nc(C23CC4CC(CC(C4)C2)C3)cs1
→ -1.9	13.7	-9.9	4.1	7.7	1.0	6.3	2.1
9) Cc1nc2ccc(NC(=S)NCCCO)cc2nc1C
→ -0.8	-2.2	11.5	4.0	-46.3	2.9	-3.3	1.4
10) CC(C)(C)c1ccc(C(=O)NCCN2CCOCC2)cc1
→ 4.1	-5.0	5.4	-0.7	22.4	-4.3	-1.2	-14.7
11) O=C(NCC(c1ccco1)N1CCOCC1)c1ccc(F)cc1 (stereo not drawn)
→ -1.5	-2.5	4.9	0.5	18.0	30.9	-2.7	0.4
12) Cc1nnc(NC(=O)C2CCN(C(=O)c3ccco3)CC2)s1
→ -4.3	-9.4	16.6	4.8	8.5	-9.2	3.6	-8.5
13) O=CN1CCc2scc[n+]2-c2ccccc21
→ -3.8	-10.8	17.9	-4.4	13.6	2.8	4.1	-2.5
14) c1ccc(CSc2nccc(-c3ccco3)n2)cc1
→ 4.3	-2.6	24.3	-1.9	14.6	-24.6	4.4	17.1
15) Cc1cccc(S(=O)(=O)Nc2cc(Cl)ccc2N2CCOCC2)c1
→ -2.3	18.8	11.5	-2.4	6.6	23.9	10.1	-10.1
16) CC(C)[C@H](NC(=O)c1cccc(CN(Cc2ccccc2)C(=O)/C=C/c2ccccc2)c1)C(=O)O
→ 7.0	14.3	2.1	-4.5	-17.7	4.9	-17.3	-1.2
17) COc1ccc2[nH]c(=O)c(CN(CCO)C(=O)c3cccs3)cc2c1
→ 2.8	-4.0	-15.9	-2.8	20.5	-7.0	-1.8	16.1
18) CNc1ccn(C2CCCO2)c(=O)n1 (stereo not drawn)
→ -2.4	1.1	10.9	-3.7	9.6	-2.2	5.9	-7.1
19) Cc1ccc(NC(=O)c2sc3nc(C)cc(C)c3c2N)cc1
→ 6.9	9.1	9.8	1.4	-2.7	-107.3	2.8	-10.8
20) COC(=O)[C@]1(C)N[C@H](CN(C)C(=O)Nc2ccc(C)cc2)[C@@H]2C(=O)N(Cc3ccccc3)C(=O)[C@@H]21
→ 0.7	-2.4	0.9	-1.4	1.0	-3.6	-0.4	-0.6
21) CCn1cc(Br)c(C(=O)Nc2ccc(F)cc2F)n1
→ -8.6	-6.7	4.5	-3.7	-7.2	-23.8	4.0	5.3
22) CCOC(=O)COc1cc(Br)c(/C=N/Nc2ccccc2)cc1OC
→ 5.4	-2.6	13.4	-6.1	12.5	-1.6	43.5	-2.7
23) Cc1ccc(SCC(=O)N=C2NC(=O)CS2)cc1
→ -3.8	-4.3	-5.1	-3.0	12.4	6.2	1.0	-3.2
24) Cc1ccc(S(=O)(=O)Cn2nnnc2CN(Cc2ccco2)CC2CCCO2)cc1 (stereo not drawn)
→ -3.5	-13.0	9.9	1.5	2.4	-118.9	-2.3	-11.6
25) CCC(C)NC(=O)COC(=O)c1ccc(Cl)cc1O (stereo not drawn)
→ -2.6	-9.1	-3.0	-3.4	9.5	-0.7	1.7	1.4
26) CN(C(=O)c1ccc(COc2ccccc2Br)o1)c1ccccc1
→ 8.3	11.9	28.4	-3.2	0.0	1.4	9.9	25.7
27) CC(=O)NC(Cc1ccc(C(C)C)cc1)C(=O)NC1CCN(C(=O)c2cccc(C)c2)CC1 (stereo not drawn)
→ -4.3	-7.3	6.8	-4.0	-16.7	-3.1	1.9	-8.4
28) CCOC(=O)c1c(C)n(C)c2ccc(OC)c([N+](=O)[O-])c12
→ 7.4	0.6	-5.5	-0.9	19.1	-1.4	4.0	-7.4
29) COc1cccc(N(CC(=O)NC2CCCC2)C(=O)CCC(=O)Nc2nccs2)c1
→ -4.5	0.4	12.0	1.0	17.5	-9.1	0.8	-0.9
30) C(=C\c1ccccc1)/C=N/n1cnnc1
→ -1.1	-6.4	-11.3	-0.9	-2.2	-1.3	5.8	-5.0

From compound 16 up to 25, copied from above:
Results follow in this order: CXCR6 block	EBI2 antag	CCR6 antag	APJ ag	APJ antagonist	Gli-Sufu block	UBC13 polyUb	ATG4B inhibitor
16) CC(C)[C@H](NC(=O)c1cccc(CN(Cc2ccccc2)C(=O)/C=C/c2ccccc2)c1)C(=O)O
→ 7.0	14.3	2.1	-4.5	-17.7	4.9	-17.3	-1.2
17) COc1ccc2[nH]c(=O)c(CN(CCO)C(=O)c3cccs3)cc2c1
→ 2.8	-4.0	-15.9	-2.8	20.5	-7.0	-1.8	16.1
18) CNc1ccn(C2CCCO2)c(=O)n1 (stereo not drawn)
→ -2.4	1.1	10.9	-3.7	9.6	-2.2	5.9	-7.1
19) Cc1ccc(NC(=O)c2sc3nc(C)cc(C)c3c2N)cc1
→ 6.9	9.1	9.8	1.4	-2.7	-107.3	2.8	-10.8
20) COC(=O)[C@]1(C)N[C@H](CN(C)C(=O)Nc2ccc(C)cc2)[C@@H]2C(=O)N(Cc3ccccc3)C(=O)[C@@H]21
→ 0.7	-2.4	0.9	-1.4	1.0	-3.6	-0.4	-0.6
21) CCn1cc(Br)c(C(=O)Nc2ccc(F)cc2F)n1
→ -8.6	-6.7	4.5	-3.7	-7.2	-23.8	4.0	5.3
22) CCOC(=O)COc1cc(Br)c(/C=N/Nc2ccccc2)cc1OC
→ 5.4	-2.6	13.4	-6.1	12.5	-1.6	43.5	-2.7
23) Cc1ccc(SCC(=O)N=C2NC(=O)CS2)cc1
→ -3.8	-4.3	-5.1	-3.0	12.4	6.2	1.0	-3.2
24) Cc1ccc(S(=O)(=O)Cn2nnnc2CN(Cc2ccco2)CC2CCCO2)cc1 (stereo not drawn)
→ -3.5	-13.0	9.9	1.5	2.4	-118.9	-2.3	-11.6
25) CCC(C)NC(=O)COC(=O)c1ccc(Cl)cc1O (stereo not drawn)
→ -2.6	-9.1	-3.0	-3.4	9.5	-0.7	1.7	1.4

Following part:
Results follow in this order: CXCR6 block	EBI2 antag	CCR6 antag	APJ ag	APJ antagonist	Gli-Sufu block	UBC13 polyUb	ATG4B inhibitor
31) O=[N+]([O-])c1cc(S(=O)(=O)/N=C(/c2ccccc2)N2CCOCC2)ccc1Cl
→ 2.3	-4.0	-12.8	-3.4	-19.4	-3.1	-19.2	5.8
32) O=C(COC(=O)CCC1CCCC1)Nc1ccccc1OC(F)F
→ -12.3	-5.5	4.6	-1.7	-12.8	-3.2	17.3	14.6
33) COc1ccc(NC(=O)N/C=C/c2ccccc2)cc1
→ -8.0	29.5	11.6	1.2	0.3	-32.3	2.5	-5.2
34) NC(=O)Cn1nnc(-c2ccc(CN3CCCCC3)cc2)n1
→ -2.6	-4.1	-2.0	-4.6	19.2	-3.8	1.4	4.0
35) Cc1cc(C)c2cc(CNC3CCCC3)c(Cl)nc2c1
→ -7.3	7.9	-2.2	-4.4	10.3	2.5	14.5	-28.4
36) CC(C)Nc1ccccc1
→ 6.4	-3.0	-8.3	-1.9	-13.3	-18.5	-4.7	7.1
37) Cc1ccc(C)c(CSc2nc3[nH]ncc3c(=O)[nH]2)c1
→ -3.4	-2.7	2.8	-1.7	19.4	27.3	1.4	-0.8
38) O=C(COC(=O)c1ccccc1Nc1ccccc1)Nc1ccccc1
→ 1.2	2.7	11.6	-2.7	-4.0	4.8	7.5	1.9
39) O=C(N/N=C/c1cnc2ccccc2n1)c1cccc(F)c1
→ -0.9	-14.2	-14.8	4.3	-2.1	-35.0	-6.8	3.8
40) CC1=NN(C(N)=S)C(=O)C1N=Nc1ccc(S(N)(=O)=O)cc1 (stereo not drawn)
→ 6.6	3.2	20.6	-5.3	28.6	2.6	-16.7	-0.1
41) CCOC(=O)c1nc2nc(-c3cccs3)cc(C(F)(F)F)n2n1
→ 2.3	-5.4	1.8	2.6	-3.2	3.6	6.6	-2.3
42) Cc1c2c(n3c(nc4ccccc43)c1C#N)N(CCN(C)C)CC2
→ 7.3	-7.1	4.2	1.5	-8.2	0.9	-1.9	-2.7
43) Cc1cccc(NC(=O)c2ccc3nsnc3c2)c1C
→ 4.3	-17.5	16.7	-3.8	14.7	-10.0	-13.2	-10.0
44) Cc1ccc(CN2CC(C(=O)N(C)CC(=O)Nc3cccc(F)c3)CC2=O)cc1 (stereo not drawn)
→ -16.1	-9.4	23.3	-0.5	-3.7	10.2	-2.6	-10.9
45) CC(C)(C)c1ccc(/C=C/C(=O)N2CCOCC2)cc1
→ 2.7	-9.3	6.8	-3.0	-10.2	-20.9	-6.3	-11.5
46) COc1ccc(OC)c([C@@H]2OCCC=C[C@H]2C)c1
→ -5.1	1.9	2.5	7.2	6.7	-26.9	-0.7	-4.2
47) O=C(CCN1C(=O)/C(=C/c2cccs2)SC1=S)Nc1ccccn1
→ -15.0	-13.8	18.6	-1.6	6.0	10.2	-10.2	3.3
48) CNC(=O)CSc1nnc(-c2ccco2)n1-c1ccccc1OC
→ 3.8	-4.8	4.5	-3.5	-5.4	2.2	-6.0	-6.6
49) C=CCOc1ccc2c3c(c(=O)oc2c1)CCCC3
→ -7.4	4.5	3.8	x	x	-12.5	x	-1.8
50) O=C1NC2(CCCCC2)C(=O)N1/N=C/c1ccc(O)cc1O
→ 1.6	4.1	-1.0	2.8	-9.1	-10.6	9.9	-6.5
51) Cc1ccc(NC(=O)[C@H](CC(C)C)NC(=O)[C@@H]2Cc3ccccc3CN2)cc1
→ -18.3	2.6	7.1	-3.2	-8.8	-1.4	11.3	-6.7
52) c1cc2c(cc1CN1CCN(C3CCCCCC3)CC1)OCO2
→ -2.0	-0.2	-1.8	-2.6	-6.6	10.1	-0.7	-4.2
53) COC(=O)Nc1ccc(S(=O)(=O)N2CCN(CCN3C(=O)C4C5C=CC(C5)C4C3=O)CC2)cc1 (stereo not drawn)
→ -3.5	-8.4	4.5	-1.5	5.3	1.3	-12.9	-8.1
54) CN(CC(=O)Nc1cccc(F)c1)C(=O)c1ccc(N2CCOCC2)c([N+](=O)[O-])c1
→ 6.2	-0.1	15.3	-9.9	11.2	15.5	0.9	-9.2
55) CCOc1ccc(NC(=O)CCC(=O)Nc2nnc(CC)s2)cc1
→ -0.7	0.2	9.1	-2.4	31.8	-2.8	-1.1	-5.7
56) Cc1cc(C)cc(NC(=O)CSc2nc3ccccc3nc2N2CCCC2)c1
→ 6.0	8.0	12.3	0.9	16.2	-0.1	-5.9	-9.9
